# Screening results (PubChem)
# GlmU inhibition: inhibition of mycobacterial GlmU enzyme – biochemical, glucosamine-1-phosphate acetyltransferase (AID 1376); inhibition, %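 (tested at 30 µM in the primary screen)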; hits with a dose series show IC50 in µM; 0.25% of 220,000 active; M. tuberculosis GlmU acetyltransferase enzyme assay; higher % means a stronger effect; in the data active means inhibition above about 13%; inconclusive means no clear call, values can overlap the other calls;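 further: 0% = complete reaction with vehicle and 100% = reaction without substrate; strong numbers were not always called active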
# RmlCD inh 1536: inhibitors of Mycobacterium tuberculosis RmlC and RmlD coupled enzymes | P9WH09+P9WH11 | AID 1533 | RmlC+RmlD coupled enzyme assay, percent inhibition; primary screen in compound mixtures | 0.03% of 160,000 active | inhibition, % at 3.6 µM; in the data active means inhibition mostly above about 34%, no sharp cut-off; inconclusive means no clear call, values can overlap the other calls; inactive means mostly below about 22%; further: some results filed as inactive read as strong as hits
# Target sequence (P9WH09 whole entry, looked up): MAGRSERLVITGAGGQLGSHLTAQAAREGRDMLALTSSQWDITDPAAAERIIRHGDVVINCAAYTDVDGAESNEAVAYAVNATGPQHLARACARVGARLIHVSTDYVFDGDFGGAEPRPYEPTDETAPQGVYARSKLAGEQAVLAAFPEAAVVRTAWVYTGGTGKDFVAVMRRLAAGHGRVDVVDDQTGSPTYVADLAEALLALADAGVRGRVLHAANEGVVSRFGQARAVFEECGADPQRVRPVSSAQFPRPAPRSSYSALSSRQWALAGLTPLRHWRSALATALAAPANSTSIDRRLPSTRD
# Target sequence (P9WH11 whole entry, looked up): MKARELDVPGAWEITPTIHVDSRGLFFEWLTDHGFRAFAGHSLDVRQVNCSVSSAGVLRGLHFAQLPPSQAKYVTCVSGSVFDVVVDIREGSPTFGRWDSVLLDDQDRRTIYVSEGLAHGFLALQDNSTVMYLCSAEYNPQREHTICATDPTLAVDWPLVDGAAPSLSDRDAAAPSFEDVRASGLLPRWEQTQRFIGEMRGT
# * marks the source's active call; other numbers are inactive results; ? = inconclusive; nt = no result given. An excerpt; the hit share may differ from the screen's.
SMILES,GlmU inhibition,RmlCD inh 1536
Brc1ccc(-c2nnc(-c3ccco3)o2)cc1,nt,-7
O=C(Cc1cccs1)NCCN1CCOCC1,1.2%,-3
CCn1c(SCC(=O)NCc2ccc3c(c2)OCO3)nnc1-c1ccncc1,-1.7%,nt
CCN=c1scc(-c2ccc3c(c2)NC(=O)CO3)n1N=C1CCCC1,7.5%,nt
O=C(NCCCN1CCOCC1)c1ccc(Cl)s1,-1.6%,nt
CCOC(=O)C[C@H]1c2cc(F)ccc2S(=O)(=O)N1c1ccccc1,4.2%,nt
CNc1cc([N+](=O)[O-])ccc1N/C=C/C(=O)c1ccc2c(c1)OCO2,-0.4%,9
CCOc1ccc(NC(=S)N2CCN(C/C=C/c3ccccc3)CC2)cc1,-2.5%,-4
CN(Cc1ccccc1)Cc1c(F)cccc1F,2.2%,0
CSc1nnc2c(n1)OC(C)=Nc1ccccc1-2,2.4%,9

# Brought forward from above: six entries, followed by the next part.
SMILES,GlmU inhibition,RmlCD inh 1536
O=C(NCCCN1CCOCC1)c1ccc(Cl)s1,-1.6%,nt
CCOC(=O)C[C@H]1c2cc(F)ccc2S(=O)(=O)N1c1ccccc1,4.2%,nt
CNc1cc([N+](=O)[O-])ccc1N/C=C/C(=O)c1ccc2c(c1)OCO2,-0.4%,9
CCOc1ccc(NC(=S)N2CCN(C/C=C/c3ccccc3)CC2)cc1,-2.5%,-4
CN(Cc1ccccc1)Cc1c(F)cccc1F,2.2%,0
CSc1nnc2c(n1)OC(C)=Nc1ccccc1-2,2.4%,9
O=C1NC(c2ccccc2)(C(F)(F)F)C(=O)N1Cc1cccnc1 (stereo unspecified),5.1%,nt
CCCCN=CC1=C(O)CC(c2ccccc2)CC1=O (stereo unspecified),0.4%,6
CC(=O)Nc1cc(C(=O)N2CCC3(CC2)OCCO3)ccc1S(=O)(=O)c1ccc(Cl)cc1,-5.2%,nt
O=C(CN1CCCCC1)Nc1cccc(Cl)c1Cl,0.5%,3
O=C(CN1CCN(c2ccccc2)CC1)Nc1ccc(-n2cnnn2)cc1,2.0%,2
CCCCN(CC)CCCNC(=O)C1CCN(c2ncnc3c2sc2cccc(F)c23)CC1,-1.6%,-11
O=C(C1=C(O)C(=O)N(CCc2ccccc2)C1c1cccnc1)c1ccco1 (stereo unspecified),-3.1%,nt
Cc1ccc(C(=O)Nc2nc(-c3ccccc3)c(-c3ccccc3)o2)cc1,-2.5%,17
O=C(CN1CCN(Cc2ccccc2Cl)CC1)N/N=C/c1cccs1,5.5%,8
O=C1CSC(c2ccccn2)N1c1ccccc1 (stereo unspecified),1.9%,nt
CCCN(CCC)S(=O)(=O)c1ccc(NC(=O)c2cc(C(=O)OC)cc([N+](=O)[O-])c2)cc1,7.0%,nt
CCC(=O)c1ccc(OCC(O)CNCc2ccc(F)cc2)cc1 (stereo unspecified),-1.3%,-5
S=C(NCCCN1CCOCC1)Nc1ccc(Cl)c(Cl)c1,0.3%,nt
CN1CCN(/N=C/c2c(O)n(Cc3ccc(F)cc3)c(=O)[nH]c2=O)CC1,-0.3%,-5
COc1ccc(C2CC(=O)c3cnn(-c4nc(C)cc(C)n4)c3C2)cc1OC (stereo unspecified),-2.0%,17
COc1cccc(/C=C/c2nc3c(cnn3-c3ccccc3)c(=O)[nH]2)c1,-3.0%,35*
Cc1n[nH]c(=O)nc1N/N=C/c1cccs1,-2.6%,nt
C=CCSc1nc2c(c(=O)[nH]1)C(C(C)C)C(C#N)=C(N)O2 (stereo unspecified),3.2%,-11
CSc1nnnn1-c1ccc(C)c(Cl)c1,4.5%,-6
Cc1c(Cl)cccc1NC(=O)Cn1nnc(C(=O)NCc2cccs2)c1N,-5.6%,4
O=C(c1cc(-c2cccnc2)nc2ccc(Cl)cc12)N1CCC2(CC1)OCCO2,5.5%,nt
Cc1ccc(OCc2nnc(SCC(=O)NC3CCCCC3)n2C)cc1,0.8%,nt
COc1ccc(-c2ccc(-c3noc(C(C)C)n3)c(OC)n2)cc1,-2.6%,nt
COc1cccc(N(CC(=O)NCC2CCCO2)C(=O)CCC(=O)Nc2nccs2)c1 (stereo unspecified),2.2%,nt
CCCCN1CCC(O)(c2ccccc2)C(C(=O)c2ccccc2)C1 (stereo unspecified),-1.7%,nt
CN=C1NN=C(c2cc(C)n(-c3c(C)n(C)n(-c4ccccc4)c3=O)c2C)CS1,2.6%,21
COc1ccc(CNCCSc2nnnn2C)c(OC)c1OC,2.0%,5
O=C(CN1C(=O)C2CCCCC2C1=O)N1CCN(c2ncccn2)CC1 (stereo unspecified),-0.3%,-7
Cc1nc(C)c(CCNC(=O)c2ccc(C(F)(F)F)cc2)s1,-2.6%,-4
Cn1c(=O)c2c(nc(NCc3cccnc3)n2Cc2cccc(C(F)(F)F)c2)n(C)c1=O,2.5%,-4
O=[N+]([O-])c1cccc2c(Cl)ccnc12,5.8%,1
Cc1ccccc1OCC(=O)Nc1ccc2c(c1)COC2=O,1.2%,nt
CCN(C(=O)CSc1nnnn1-c1cc(C)ccc1OC)C1CCS(=O)(=O)C1 (stereo unspecified),1.3%,nt
CC12CCC(C(=O)NCc3ccccc3Cl)(OC1=O)C2(C)C (stereo unspecified),0.3%,10
CN(C)/C=C1\SC(=S)N(c2ccc(F)cc2)C1=O,6.2%,-5
COc1ccc(O)c(C(=O)c2cnc3onc(C)c3c2)c1,0.0%,nt
CC1=C(C#N)CCC(=O)N1Cc1c(F)cccc1Cl,1.4%,1
CCOC(=O)N1CCN(S(=O)(=O)c2ccc([N+](=O)[O-])cc2)CC1,-4.3%,-11
CC(CCc1ccco1)NC(=O)c1cc2c(-c3ccccc3F)nn(C)c2s1 (stereo unspecified),-6.6%,19
CCCCCCC(=O)Nc1ccc(Br)cn1,-1.8%,nt
CCOC(=O)C(=CNc1ccc(S(N)(=O)=O)cc1)C(=O)OCC,6.2%,nt
O=C(CSc1nnc(-c2cccc(S(=O)(=O)N3CCCCC3)c2)o1)NCCC1=CCCCC1,3.8%,3
CCc1nnc(NS(=O)(=O)c2ccc(NC(=O)c3cccc4ccccc34)cc2)s1,nt,7
c1ccc(-c2ccccc2OCCCCN2CCCCC2)cc1,-8.4%,nt
C=CCn1c(SCC(=O)NCc2ccco2)nc2sc(C)c(C)c2c1=O,2.5%,nt
Cc1ccc(N2CCN(/N=C/C3=C(N4CCOCC4)C(=C\c4ccccc4)/CC3)CC2)cc1,4.5%,nt
Fc1ccc(NC(=S)NC2CC3CCCC(C2)N3Cc2cccs2)cc1 (stereo unspecified),-1.3%,9
CC(C)NC(=O)COC(=O)c1cc(Br)ccc1Cl,2.5%,-14
Cc1cc(C)nc(-n2ncc3c2CC(c2ccccc2)CC3=O)n1 (stereo unspecified),-3.0%,-1
CN(C)c1ccc(C(=O)C(O)c2ccccc2)cc1 (stereo unspecified),-2.6%,nt

# In another format: entries from further up.
# Fields: GlmU inhibition | RmlCD inh 1536
- CCc1nnc(NS(=O)(=O)c2ccc(NC(=O)c3cccc4ccccc34)cc2)s1
 : nt | 7
- c1ccc(-c2ccccc2OCCCCN2CCCCC2)cc1
 : -8.4% | nt
- C=CCn1c(SCC(=O)NCc2ccco2)nc2sc(C)c(C)c2c1=O
 : 2.5% | nt
- Cc1ccc(N2CCN(/N=C/C3=C(N4CCOCC4)C(=C\c4ccccc4)/CC3)CC2)cc1
 : 4.5% | nt
- Fc1ccc(NC(=S)NC2CC3CCCC(C2)N3Cc2cccs2)cc1 (stereo unspecified)
 : -1.3% | 9
- CC(C)NC(=O)COC(=O)c1cc(Br)ccc1Cl
 : 2.5% | -14

# Carrying on.
SMILES,GlmU inhibition,RmlCD inh 1536
COc1ccc(OC)c(NC(=O)C23CC4CC(C2)CC(n2cnc(Br)n2)(C4)C3)c1,1.6%,nt
O=C(Nc1ccc(N2CCN(C(=O)c3cccs3)CC2)c(Cl)c1)c1cccnc1,-1.3%,1
CCCc1[nH]nc2c1C(c1ccncc1)C(C#N)=C(N)O2 (stereo unspecified),0.3%,-6
Cc1ccc(C2=NN(CC(=O)NCc3ccco3)C(=O)CC2)cc1,4.6%,5
Cc1nnc(SCCn2c(Br)nc3c2c(=O)n(C)c(=O)n3C)s1,8.7%,9
Brc1cccc(CNc2nc3ccccc3n2CCN2CCCCC2)c1,-2.3%,nt
CCCNCC1COc2ccccc2O1 (stereo unspecified),-3.3%,3
Clc1ccc(/C=N/c2c(-c3ccc(Cl)cc3)nc3n2CCS3)cc1,3.5%,nt
CC(C(=O)Nc1ccc2c(c1)OCCO2)N(c1ccccc1)S(C)(=O)=O (stereo unspecified),-0.2%,-1
CC(C)OC(=O)c1ccc(NC(=O)c2cncc(Br)c2)cc1,5.5%,-1
O=C(NCCc1ccccn1)c1cc(-c2ccc(Cl)c(Cl)c2Cl)nc2ccccc12,-0.6%,-9
CCCCCOC(=O)CSc1nnc(-c2ccccc2)c(=O)[nH]1,-3.6%,nt
COCCN=c1scc(-c2cccs2)n1/N=C(\C)c1ccco1,-0.4%,0
O=C1CCC(/C=C/c2ccccc2)=NN1,3.9%,9
Cc1ccc(CSCC(=O)NCc2ccc(F)cc2)cc1,-0.4%,8
CCCCOC(=O)Oc1ccc2c(=O)c(Oc3cc(C)cc(C)c3)coc2c1,7.4%,nt
Nc1nc(SCC(=O)Nc2c(Br)cc([N+](=O)[O-])cc2Br)n[nH]1,2.6%,6
CN(C1CCCCC1)S(=O)(=O)c1ccc(NC(=O)c2ccc(Br)o2)cc1,1.3%,nt
Cc1ccc(NC(=O)Nc2cccs2)nc1,-0.8%,nt
O=C(COC(=O)CCNS(=O)(=O)c1ccc2c(c1)OCCO2)NC1CCCc2ccccc21 (stereo unspecified),1.1%,11
CC(C)CN(CCOc1cccc(N2C(=O)C3=C(CCCC3)C2=O)c1)CC(C)C,-0.6%,0
CCCCC(=O)NC(=S)NNS(=O)(=O)c1ccccc1,3.0%,-13
Cc1ccc(S(=O)(=O)N2CCN(CC(=O)N/N=C\c3ccc(O)c(O)c3)CC2)cc1,1.9%,5
O=[N+]([O-])c1cccc(-c2ccc(/C=N/NC(=S)Nc3ccccc3)o2)c1,2.2%,nt
COc1cccc(OC(C)c2ccnc3nc(/N=C/N(C)C)nn23)c1 (stereo unspecified),-0.2%,-4
CCOc1ccc2[nH]c(=O)c(CN(Cc3nnnn3Cc3ccco3)C3CCCCC3)cc2c1,-9.2%,-21
CCOC(=O)c1c(C)c(/C=N/Nc2ccccc2)n(C)c1C,-8.4%,nt
Oc1ccc2ccccc2c1C1Nc2cccc3cccc(c23)N1,4.4%,0
COc1ccc(-c2[nH]nc3c2C(c2ccncc2)C(C#N)=C(N)O3)cc1 (stereo unspecified),-1.6%,nt
Cc1nccn1S(=O)(=O)c1ccc(Br)cc1Br,-8.0%,nt
CC1=C(C(=O)OCC2CCCO2)C(c2ccc(C)o2)C2=C(CC(c3ccc(F)cc3)CC2=O)N1 (stereo unspecified),-2.5%,8
CC(=O)c1cccc(NC(=O)COC(=O)COc2ccccc2C)c1,-3.4%,-10
Cn1c(N2CCCCC2)cc(=O)n(C)c1=O,2.9%,7
Nc1nnc(-c2cn(-c3ccccc3)nc2-c2ccccc2)o1,-3.3%,7
CSc1nc(NC(C)(C)C)nc(N2CCOCC2)n1,3.4%,-5
CN1CCC(N(C)c2nc(-c3ccccc3)nc3ccccc23)CC1,2.8%,nt
COc1ccccc1NS(=O)(=O)c1ccc(Cl)c(NC(=S)NC(=O)C2CCCC2)c1,0.8%,5
O=C(Nc1c(F)cc(F)cc1Br)C1CCCO1 (stereo unspecified),-4.1%,?
O=S(=O)(NCCc1ccccc1)c1ccccc1,1.3%,nt
C/C(=N/NC(=O)CNC(=O)C1COc2ccccc2O1)c1cccc(O)c1 (stereo unspecified),5.1%,-7
Cc1ccc(CN2CCN(/N=C/c3ccco3)CC2)c(C)c1,-5.5%,nt
COC(=O)Nc1sc2nc(C)cc(C)c2c1-n1cccc1,-4.7%,5
Cn1nc(-c2ccccc2)cc1NC(=O)C1CCCCC1,3.9%,8
CCCCCCCCn1c(=O)c(C(=O)OC)c(N)c2ccccc21,3.2%,17
O=C(c1cc2ncc(Br)cn2n1)N1CCN(C(=O)c2ccco2)CC1,1.1%,1
O=C(NNC(=S)NC(=O)c1ccccc1[N+](=O)[O-])c1ccccc1O,10%,-7
Nc1ccc(O)c(C(=O)O)c1,-3.4%,nt
COc1ccc(C2Nc3ccccc3C(=O)N2C2CCCCC2)cc1 (stereo unspecified),-0.1%,1
CCOP(=O)(OCC)C(Nc1ccc(C)cc1)c1ccco1 (stereo unspecified),4.2%,8
CN(CCC1CCOCC1)C(=O)CC1C(=O)NCCN1CC1CCCCC1 (stereo unspecified),-3.4%,11
# Going on with the list:
SMILES,GlmU inhibition,RmlCD inh 1536
CCSc1ncnc2c1sc1nc3c(cc12)COC(C)(C)C3,-4.8%,nt
N#CCC(=O)N/N=C/c1cccc(Oc2ccccc2)c1,5.4%,nt
Cc1onc(-c2c(Cl)cccc2Cl)c1C(=O)N=C(N)N1CCOCC1,2.9%,-13
Cn1c(=O)c2c(nc(CN3CCN(c4ccc(F)cc4)CC3)n2Cc2ccccc2F)n(C)c1=O,nt,10
CCOC(=O)N1CCN(S(=O)(=O)c2ccc(OCC(=O)OC)cc2)CC1,4.2%,1
CCOc1cc(/C=N/NC(=O)CN2CCOCC2)ccc1OCc1ccccc1,3.5%,-5
O=C(NCCN1CCOCC1)c1cc2cc([N+](=O)[O-])ccc2s1,-3.4%,8
Cc1ccnc2nc(C(=O)Nc3ccc4c(c3)OCO4)nn12,4.2%,nt
CCC(C)n1c(O)c(/C=N/Nc2ccccc2)c(=O)[nH]c1=S (stereo unspecified),-0.2%,-8
Cc1ccc(C(=O)C(OC(=O)CCC(=O)Nc2cccc(C)c2)c2ccccc2)cc1 (stereo unspecified),15%*,nt
CC(/C=N/NC(=O)c1cccc([N+](=O)[O-])c1)=C\c1ccccc1,3.6%,nt
